Compound activity deposited in PubChem BioAssay by National Center for Advancing Translational Sciences (NCATS).
RORgamma inh: qHTS for inhibitors of ROR gamma transcriptional activity. Nuclear receptor ROR-gamma (Mus musculus), P51450. Drosophila S2 Gal4-RORgamma UAS-luciferase reporter, 20 h. Potency, µM (top dose mostly 53.6 µM), for inactives: at the top dose activity change, negative = inhibition, usual class: inhibitors. 310,000 tested, 5.4% active. AID 2551, 2010; note: potency is the fitted concentration of half-maximal effect; % is set by controls: 0 for no effect and ±100 for the full control effect; nearly all actives have a fitted effect of over 60% in size
Target sequence (P51450 whole entry, looked up, the tested form may be a part): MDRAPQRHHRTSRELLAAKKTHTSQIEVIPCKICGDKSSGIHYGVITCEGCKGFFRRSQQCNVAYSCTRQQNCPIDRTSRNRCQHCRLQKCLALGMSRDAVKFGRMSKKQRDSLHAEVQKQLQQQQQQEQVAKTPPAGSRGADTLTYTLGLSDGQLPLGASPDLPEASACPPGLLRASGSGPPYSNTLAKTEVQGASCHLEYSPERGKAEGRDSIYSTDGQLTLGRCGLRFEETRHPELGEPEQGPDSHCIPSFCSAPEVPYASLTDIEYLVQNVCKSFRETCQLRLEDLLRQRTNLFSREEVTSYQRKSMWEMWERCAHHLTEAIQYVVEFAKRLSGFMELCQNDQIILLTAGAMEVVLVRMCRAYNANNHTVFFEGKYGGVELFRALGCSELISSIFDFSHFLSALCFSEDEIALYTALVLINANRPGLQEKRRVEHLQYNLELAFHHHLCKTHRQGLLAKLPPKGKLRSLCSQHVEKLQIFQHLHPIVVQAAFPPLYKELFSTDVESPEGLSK
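Luciferase reporter read in Schneider cells carrying Gal4-RORγ (mouse) and UAS-Photinus luciferase; cells given compound 1 h before 700 uM copper sulfate induction, then incubated 20 h at ambient temperature.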
KCNH2 3.1 inh: qHTS for Inhibitors of KCHN2 3.1: Mutant qHTS; U2OS KCNH2 3.1, thallium flux FluxOr; hits give low values; 340,000 tested, 0.95% active; activity change, % (tested at about 1.8 µM); Potassium voltage-gated channel subfamily H member 2, brain isoform KCNH2 3.1 (human);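 active = maximum activity change below -70%; inconclusive = maximum activity change from -70% to -50%; inactive = maximum activity change above -50%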;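 note: thallium influx rate constant from kinetic fluorescence after stimulation buffer; % is set by controls: 0 for no effect and ±100 for the full control effect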
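We transduce U2OS cells with the mutant 3.1 virus, culture them overnight, load FluxOr with Red40 quencher for 45 min, then add stimulation buffer and read kinetically for 2 min to derive a normalized rate constant.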
ELG1 genotoxic: qHTS screen for small molecules that induce genotoxicity in human embryonic kidney (HEK293T) cells expressing luciferase-tagged ELG1 | HEK293T ELG1-luciferase reporter, luminescence, 16 h | Potency, µM (titrated, usually from 46 µM), without a hit: at the highest dose activity change, positive = activation, hits mostly activators | 330,000 tested, 1.3% active; note: potency is the fitted concentration of half-maximal effect; % of control where 0% means no effect; nearly all actives have a fitted effect of over 60% in size
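Screening used a luciferase reporter fused to human ELG1 in HEK293T cells. Luminescence was read on a CCD plate imager after 16 hr exposure and 30 min ONE-Glo incubation.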
NPC1 promoter act: qHTS Assay for NPC1 Promoter Activators | 320,000 tested, 2.4% active | Potency, µM (doses to about 9.22 µM), inactives show top-dose activation, usual class: activators | AID 485313, 2010 | Huh7 NPC1 promoter luciferase reporter, 24 h;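 note: potency is the fitted concentration of half-maximal effect; % of control where 0% means no effect; nearly all actives have a fitted effect of over 60% in size; reporter is driven by a mutant NPC1 promoter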
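Cells: Huh7 expressing luciferase under the NPC1 promoter, 1500/well. Seeded 2 h, compound added, incubated 24 h at 37 °C. Luciferase reagent, 10 min ambient, then luminescence.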
uPA generation: qHTS for Inhibitors of Cell Surface uPA Generation; cell surface uPA generation assay, qHTS; Potency, µM (titrated, usually from 38.3 µM), for inactives: at the highest dose activity change, negative = inhibition, usual class: inhibitors; 330,000 tested, 0.31% active; active = well fitted inhibition curve with a large enough effect; inconclusive = small, poorly fitted or top-dose-only effect; inactive = no such curve, though single readings can be large or run the other way; tested in mouse RAW 264.7 cells; note: potency is the fitted concentration of half-maximal effect; % is set by controls: 0 for no effect and ±100 for the full control effect; nearly all actives have a fitted effect of over 55% in size
Rab9 prom act: qHTS Assay for Rab9 Promoter Activators. 320,000 tested, 2.8% active. AID 485297, 2010. Potency, µM (series often up to 9.22 µM), inactives show at the top dose activation, negative = inhibition, usual class: activators. Huh7 Rab9 promoter-luciferase reporter, luminescence, 24 h; note: potency is the fitted concentration of half-maximal effect; % of control where 0% means no effect; nearly all actives have a fitted effect of over 60% in size
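Quantitative HTS format; Huh7 Rab9-luciferase reporter cells (1500/well) receive compound 2 h post-plating, incubate 24 h at 37 °C, then get luciferase reagent for 10 min before luminescence reading.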
Tb PFK inh: qHTS Assay to Find Inhibitors of T. brucei phosphofructokinase. T. brucei PFK, ADP-Glo luminescence. 330,000 tested, 0.17% active. Potency, µM (titrated, usually from 57.5 µM), for the others: at the highest dose activity, negative = inhibition, hits mostly inhibitors. ATP-dependent 6-phosphofructokinase (Trypanosoma brucei brucei), O15648;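 note: potency is the fitted concentration of half-maximal effect; 0% = uninhibited 1x PFK enzyme wells and -100% = no-enzyme wells; nearly all actives have a fitted effect of over 60% in size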
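Luminescent ADP detection (ADP-Glo, two-step: ATP depletion then ADP-to-ATP conversion for luciferase) reported PFK activity after 45 min room-temperature reaction of 1.25 nM enzyme with 0.5 mM F6P and 0.1 mM ATP at pH 8.0.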
FBPA coupling cs: qHTS Assay for Inhibitors of Fructose-1,6-bisphosphate Aldolase from Giardia Lamblia: Coupling assay counterscreen | coupling enzyme system counterscreen, AmpLite Red fluorescence | activity change, negative = inhibition, % at 58.2 µM, hits read low | 290,000 tested, 0.67% active | AID 2472, 2010; in the data active = activity change below about -30%; note: % is set by controls: 0 for no effect and ±100 for the full control effect
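First, compound is pin-transferred into glyceraldehyde-3-phosphate coupling-enzyme reagent at 57.5 uM final and held 10 min at RT. Next, substrate, coupling system and AmpLite Red are added. After 20 min RT, fluorescence (525/598 nm) is read.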
Giardia kill: Small Molecules that selectively kill Giardia lamblia: qHTS; Giardia lamblia trophozoite viability; activity change, % at 7.66 µM, hits read low; 340,000 tested, 0.15% active; in the data active = activity change below about -80%; inconclusive = between about -30% and that limit;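 note: parasites exposed to compound for two days anaerobically before the ATP read; % is set by controls: 0 for no effect and ±100 for the full control effect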
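Anaerobic 48 hrs incubation at 37 deg C of 100 trophozoites/well with test compounds; ATPLite 1-Step luminescence, 15-30 min RT, reports cellular ATP as viability.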
FLuc modulator: qHTS profiling assay for firefly luciferase inhibitor/activator using purifed enzyme and Km concentrations of substrates (counterscreen for miR-21 project) | Luciferin 4-monooxygenase (Photinus pyralis), P08659 | purified FLuc, Km substrates, luminescence inhibition | Potency, µM (highest dose often 57.5 µM), without a hit: top-dose activity change, negative = inhibition, most hits filed as inhibitors | 360,000 tested, 6.9% active;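 note: potency is the fitted concentration of half-maximal effect; plate controls were vehicle for no effect and reference inhibitor for full effect; nearly all actives have a fitted effect of over 55% in size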
Target sequence (P08659 whole entry, looked up): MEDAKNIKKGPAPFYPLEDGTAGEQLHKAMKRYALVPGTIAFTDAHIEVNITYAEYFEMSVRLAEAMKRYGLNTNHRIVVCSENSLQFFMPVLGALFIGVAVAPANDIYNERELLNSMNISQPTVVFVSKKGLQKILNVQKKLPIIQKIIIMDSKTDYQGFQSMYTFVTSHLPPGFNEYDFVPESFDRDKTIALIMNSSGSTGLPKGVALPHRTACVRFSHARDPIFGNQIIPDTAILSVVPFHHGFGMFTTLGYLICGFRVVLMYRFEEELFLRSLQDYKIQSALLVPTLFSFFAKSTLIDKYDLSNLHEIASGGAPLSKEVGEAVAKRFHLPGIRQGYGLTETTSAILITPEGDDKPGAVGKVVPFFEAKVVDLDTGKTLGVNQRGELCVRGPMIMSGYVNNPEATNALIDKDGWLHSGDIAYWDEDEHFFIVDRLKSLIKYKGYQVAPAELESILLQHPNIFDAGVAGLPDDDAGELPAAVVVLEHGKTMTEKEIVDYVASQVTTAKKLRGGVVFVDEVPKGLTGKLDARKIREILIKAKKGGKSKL
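Purified P. pyralis luciferase, 10 nM final, with Km-level 10 uM D-luciferin and 10 uM ATP in 50 mM Tris acetate pH 7.5, 10 mM Mg acetate, 0.01% Tween-20, 0.05% BSA; 6-point qHTS titration about 60 µM downward; luminescence read.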
VP16 counter: VP16 counterscreen qHTS for inhibitors of ROR gamma transcriptional activity. Drosophila S2 Gal4-VP16 UAS-luciferase, luminescence, 20 h. Potency, µM (titrated, usually from 53.6 µM), for the others: at the top dose activity, negative = inhibition, most hits filed as inhibitors. 310,000 tested, 3.5% active. AID 2546, 2010;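 note: Gal4-VP16 expression switched on by copper sulfate through the metallothionein promoter; potency is the fitted concentration of half-maximal effect; % is set by controls: 0 for no effect and ±100 for the full control effect; nearly all actives have a fitted effect of over 50% in size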
* hit, by the source's call; ? = inconclusive; nt = not tested or not shown; & = joins results of further samples; [ ] = another dose, or the depositor's remark. Unless noted, calls come from the whole dose curve; as a rule, active = well fitted curve in the direction sought with a large enough effect; inconclusive = small, poorly fitted or top-dose-only effect, or another doubt; inactive = no such curve, though single readings can be large; an effect the other way counts as inactive or inconclusive.

SMILES	RORgamma inh	KCNH2 3.1 inh	ELG1 genotoxic	NPC1 promoter act	uPA generation	Rab9 prom act	Tb PFK inh	FBPA coupling cs	Giardia kill	FLuc modulator	VP16 counter
CC1CCc2c(sc(/N=C/c3cccnc3)c2C(N)=O)C1 (stereo unspecified)	-5%	-5	17%	8%	2%	2%	-2%	-2	-14	24µM*	-14%
Cc1noc(C)c1S(=O)(=O)N1CCC(C(=O)Nc2ccc(OC(F)(F)F)cc2)CC1	-2%	?	3%	-3%	-2%	-3%	2%	-2	-13	2%	?
O=C1/C(=C/C=C/c2ccco2)SC(=S)N1NS(=O)(=O)c1ccccc1	-9%	-6	-3%	0%	2%	-1%	-29%	-5	-20	?	2%
COc1ccc(NC(=O)CN2C(=O)NC(C)(c3ccc4c(c3)OCCO4)C2=O)cc1S(N)(=O)=O (stereo unspecified)	nt	-17	1%	nt	13%	nt	-5%	nt	6	nt	nt
CC(NC(=O)c1ccc2c(c1)OCO2)C(c1cccs1)N1CCN(c2ccccc2)CC1 (stereo unspecified)	-3%	2	-9%	3%	5%	-1%	-4%	4	4	-8%	-5%
CC(C)NC(=S)NC1(C)CCS(=O)(=O)C1 (stereo unspecified)	-18%	21	0%	-3%	1%	-1%	0%	2	-16	4%	-3%
CSc1nc2c(c(=O)[nH]1)C(c1ccc(F)cc1)CC(=O)N2 (stereo unspecified)	-9%	-1	-3%	5%	0%	0%	-2%	6	-14	-9%	-5%
COc1ccc(N=C2S/C(=C\c3ccco3)C(=O)N2CC(C)C)cc1	8%	-16	-1%	4%	7%	1%	-5%	1	-15	-5%	-13%
Fc1cc(F)c2nc(N3CCOCC3)sc2c1	30%	18	?	19%	-3%	?	0%	0	-4	?	-1%
O=C(NCCCN1CCOCC1)c1cc2c(s1)CCC2	?	1	?	-3%	0%	1%	3%	2	0	3%	1%
Cc1cc(C)cc(NS(=O)(=O)c2cc(C(=O)NCc3ccccn3)ccc2Cl)c1	20%	14	-4%	4%	0%	0%	1%	-3	-14	-1%	-7%
O=C(COc1ccc(Cl)cc1)NCc1nnc(SCC(=O)NCCc2ccccc2)o1	7%	5	1%	3%	1%	4%	2%	6	-12	1%	-3%
CC(=O)Nc1ccc(S(=O)(=O)NCCNC(=O)c2ccccc2F)cc1	3%	1	3%	-1%	3%	-6%	2%	3	8	3%	1%
CCc1ccc(-n2c(=O)c3ccc(C(=O)NCCc4ccccc4)cc3n(CC(N)=O)c2=O)cc1	27%	1	0%	1%	1%	1%	-8%	0	8	0%&-5%	-21%
CCOC(=O)c1c(SCC(=O)Nc2nc(C)cs2)nc(=O)[nH]c1C	-2%	-3	-4%	-6%	-1%	4%	-1%	nt	-11	3%	1%
Cc1ccc(CNc2nc3ccccc3n3nnnc23)cc1	30%	0	?	5%	2%	-2%	4%	-1	-1	2%	-18%
N=C1S/C(=C\c2ccc(-c3cccc(Cl)c3)o2)C(=O)N1c1nccs1	0.14µM*	-3	14%	-14%	-3%	-5%	0%	5	-3	-6%	-83%
Cc1cc(Cl)ccc1OCC(=O)Nc1cccc(S(=O)(=O)NC2=NCCCCC2)c1	nt	-1	-5%	8%	-6%	1%	-27%	nt	-4	13µM*	nt
C=CCNc1nc(Nc2ccc(OC)cc2)nc(OC)n1	-20%	-5	nt	nt	-6%	nt	nt	3	-5	-18%	26%
Cc1ccc(C)c(NC(=O)COc2cccc3c2CCN(Cc2ccccc2C)C3=O)c1	36%	-16	-5%	0%	2%	0%	0%	0	29	0%	-1%
C/C(=N\NC(=O)CCn1nnc2ccccc21)c1ccco1	35%	24	10%	22%	1%	22%	0%	0	-23	-13%	24%
C/C(CCc1ccccc1)=N\NC(=O)C1C2CCCCC21 (stereo unspecified)	-21%	-32	0%	0%	-8%	-1%	3%	-2	2	-4%	-18%
CCCn1nnc(NC(=O)c2ccc(OCC)c(Cl)c2)n1	-15%	5	10%	3%	-9%	23%	-7%	2	11	6%[2.3 µM]	-3%
O=C(c1ccccc1S(=O)(=O)NCC(O)COc1ccc([N+](=O)[O-])cc1)N1CCCCC1 (stereo unspecified)	45%	-4	-1%	-2%	-5%	1%	-6%	2	-3	-1%	-17%
CC(=O)c1ccc(N=Nc2ccc(N)cc2)cc1	30%	19	?	0.4µM*	4µM*	0.32µM*	-12%	1	10	1.5µM*	8%
Going on with the list.
SMILES	RORgamma inh	KCNH2 3.1 inh	ELG1 genotoxic	NPC1 promoter act	uPA generation	Rab9 prom act	Tb PFK inh	FBPA coupling cs	Giardia kill	FLuc modulator	VP16 counter
CN1C(=O)C(C)(C)c2cc(S(=O)(=O)N3CCC(C(=O)NCc4ccc(Cl)cc4)CC3)ccc21	-5%	15	-1%	0%	2%	-2%	-10%	5	-8	0%	-16%
CCOc1cc(C(=O)N(C)Cc2cc3cc(OC)ccc3[nH]c2=O)cc(OCC)c1OCC	20%	0	0%	0%	4%	-3%	1%	0	-3	2%	2%
Cc1csc(SCC(=O)N(c2ccccc2)C(C)C)n1	nt	-12	-3%	2%	6%	-5%	-3%	nt	9	1%	nt
O=C(Nc1cc(N2CCOCC2)ncn1)c1ccccc1	9%	-17	1%	?	-1%	26%	1%	-1	4	?	1%
CC(C)CNC(=O)COC(=O)c1c2c(nc3ccccc13)CCC2	-17%	-5	-13%	0%	0%	5%	-3%	1	10	4%	?
O=C(NCc1cccnc1)C1c2ccccc2C(=O)N1C1CCCC1 (stereo unspecified)	-1%	7	-11%	-9%	1%	-3%	-2%	1	1	-1%	-10%
CCN(CC)C(=O)COc1ccc2oc(C)c(C(=O)OC)c2c1	-28%	7	8%	-2%	-8%	-10%	15%	-1	-2	-3%	2%
COc1ccccc1-n1cnc2cc(NC(=O)c3ccco3)ccc21	4%	7	?	-13%	?	-6%	-1%	-1	3	?	18%
COc1ccc(Br)cc1CNC(=O)Cc1c(C(=O)O)[nH]c2ccc(Cl)cc12	7%	2	13%	-6%	7%	-7%	-2%	10	7	?	-11%
CCOc1ccccc1CNC(=O)C1Cc2cc(S(=O)(=O)N3CCCCC3)ccc2N1C(C)=O (stereo unspecified)	-5%	22	-13%	-4%	-10%	-1%	-3%	nt	25	0%	-1%
Cc1ccc(NC(=O)C2CCC(=O)N2C(=O)OCc2ccccc2)cc1 (stereo unspecified)	-4%	5	-3%	0%	2%	2%	2%	-2	8	4%	-1%
CC(=O)Nc1ccc(S(=O)(=O)N(C)CC(=O)OCC(=O)N2CCc3ccccc32)cc1	-1%	12	1%	-3%	3%	-10%	2%	3	3	4%	2%
Cc1noc(C)c1C(=O)OCC(=O)Nc1cccc(S(N)(=O)=O)c1	-2%	-7	-2%	1%	3%	6%	1%	0	-28	0%	-4%
COc1ccc(S(=O)(=O)N2CCCC2C(=O)Nc2nc3c(s2)CCCC3)cc1 (stereo unspecified)	?	4	-7%	-3%	10%	-5%	-3%	0	8	-2%	?
COc1cccc(-c2cc(C(=O)Nc3cnn(Cc4ccc(F)cc4)c3)no2)c1	-23%	-2	4%	-2%	nt	-6%	3%	2	1	1%	?
O=C(Nc1cc(S(=O)(=O)N2CCOCC2)ccc1N1CCOCC1)c1ccc(S(=O)(=O)N2CCCCC2)cc1	17%	4	-2%	0%	-4%	-2%	-2%	-1	-7	-3%	-5%
COC(=O)c1cc2nc(-c3ccc(OC)cc3)cc(C(F)(F)F)n2n1	-9%	3	2%	1%	2%	0%	4%	1	-3	11%	-11%
c1cc(-c2nsc(-c3ccncc3)n2)ccn1	0%	-20	-3%	-1%	5%	4%	?	0	-9	?	-23%
COc1ccc(CC(=O)NCC(=O)Nc2ccccc2Br)cc1	1%	-3	2%	-1%	1%	-2%	1%	3	?	-2%	6%
Nc1c(C(=O)Nc2cccc(Cl)c2Cl)sc2nc(-c3cccnc3)ccc12	?	-4	0%	0%	2%	3%	0%	-1	-3	3%	-25%
O=C(CSc1nc(-c2ccc(F)cc2)cc(C(F)(F)F)n1)NCc1cccs1	-20%	22	4%	-2%	-3%	-9%	0%	-1	7	-1%	?
CC(=O)C(Sc1nnnn1-c1ccccc1)C(C)=O	14%	-6	-1%	0%	2%	3%	0%	7	0	7%	-17%
